Screening results (PubChem)
IEC-6 cytotox: counter-screen for KLF5 inhibitors: cytotoxicity in IEC-6 cells | IEC-6 cytotoxicity, luminescence viability | inhibition, % at 5 µM | 290,000 tested, 0.78% active | AID 1825; in the data active = inhibition above about 22%;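 also: 0% = plate median of test compound wells and 100% = cytotoxic reference compound wells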
aSyn 5UTR inh: MLPCN primary screen, SNCA 5' untranslated region; alpha-synuclein 5'UTR reporter, inhibitor activity; inhibition, % (tested at 7.5 µM); 300,000 tested, 0.82% active; AID 1813; in the data active = inhibition above about 60%;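 also: H4 neuroglioblastoma cells stably carrying SNCA 5'UTR luciferase fusion; 0% = DMSO wells and 100% = positive control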
GSK3A inh: human GSK-3 alpha kinase inhibition. ADP-Glo luminescence, 60 min. inhibition, % at 10 µM. P49840. 320,000 tested, 0.1% active. AID 2650;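 in the data active = inhibition above about 50%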;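 also: GST-tagged GSK-3 alpha with peptide substrate and 25 µM ATP; 0% = DMSO neutral wells and 100% = GW8510 positive control wells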
Target sequence (P49840 whole entry, looked up): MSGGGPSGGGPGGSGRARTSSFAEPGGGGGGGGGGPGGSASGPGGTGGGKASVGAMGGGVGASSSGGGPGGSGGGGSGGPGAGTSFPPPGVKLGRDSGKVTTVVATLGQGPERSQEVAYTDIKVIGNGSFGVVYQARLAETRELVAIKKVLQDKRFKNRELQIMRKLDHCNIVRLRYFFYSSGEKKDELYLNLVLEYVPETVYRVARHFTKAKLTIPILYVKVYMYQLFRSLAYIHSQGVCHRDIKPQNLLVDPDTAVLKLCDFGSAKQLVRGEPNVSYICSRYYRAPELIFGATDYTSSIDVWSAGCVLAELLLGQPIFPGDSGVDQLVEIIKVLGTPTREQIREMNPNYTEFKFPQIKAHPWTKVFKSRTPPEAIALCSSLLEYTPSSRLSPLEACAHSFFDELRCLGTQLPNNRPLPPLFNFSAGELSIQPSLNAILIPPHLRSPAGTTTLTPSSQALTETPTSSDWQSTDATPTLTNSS
HSF1 inhib: HSF1 inhibition; activity change, negative = inhibition, % at 7.5 µM (by protocol); 300,000 tested, 0.77% active; NIH3T3-HGL HSE-luciferase, MG132-induced, luminescence 8 h; stronger effect = lower value;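 active = more than half of replicate wells show activity change below -50%, luminescence cut by over half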;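 also: luciferase reports HSF-1 transcriptional activity via heat shock element; 0% = median of DMSO wells and -100% = zero luminescence signal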
Platelet DG rel: platelet dense granule release activity | human platelet-rich plasma, SFLLRN dense granule ATP release, luminescence | inhibition, %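 (compounds screened at 7.5 µM in platelet-rich plasma)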 | 300,000 tested, 0.22% active;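 active = mean replicate score, as percent of positive control, at or above 50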
KLF5 inhibitor: suppresses KLF5 promoter-driven expression. DLD-1 KLF5 promoter-luciferase reporter, luminescence. 290,000 tested, 0.23% active. inhibition, % at 5 µM;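 active = inhibition above a per-plate limit of that plate's mean compound inhibition plus 3 SD, cut at about 60% in these data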;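 also: 0% = DMSO wells and 100% = LY294002 at 200 µM; higher means less KLF5 promoter-driven luciferase light; inactives centre near -14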
HSP90 inh: inhibitors of HSP90 luciferase refolding in rabbit reticulocyte lysate. 290,000 tested, 0.91% active. luciferase refolding luminescence, 3 h. inhibition, % at 5.6 µM;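 active = inhibition above the screen-wide mean plus 3 SD, computed separately per campaign, cut at about 16% in these data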;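 also: 0% = DMSO wells and 100% = 60 µM geldanamycin wells; inhibitors lower the luminescence because luciferase stays unfolded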
Dyrk1A ADPGlo: blocks rat Dyrk1A kinase activity. inhibition, % at 12.5 µM. AID 504441. Q63470. 310,000 tested, 0.43% active. ADP-Glo luminescence, NFATc1 peptide; in the data active = inhibition above about 50%;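 also: plate controls were vehicle with enzyme for no effect and no enzyme for full effect; many of its hits are not listed in these tables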
HSF1 activator: increases HSF-1 driven luciferase reporter signal; activation, % at 9 µM; 300,000 tested, 1.7% active; NIH3T3-HGL HSF-1 luciferase reporter, MG132, 8 h; 100% = twice DMSO control signal; AID 504408;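 active = mean replicate activation of at least 50% with a set share of replicates each reaching 50%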;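 also: 0% = median of the neutral control wells and 100% = twice that signal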
GSK3B inh: inhibitors of human GSK3beta kinase. P49841. GST-GSK3beta kinase, ADP-Glo luminescence, 60 min; stronger effect = lower value. activity score (negative = inhibition), % at 10 µM. 300,000 tested, 0.038% active. AID 2097;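 active = more than half of replicate wells score below -50%, meaning over 50% inhibition versus plate controls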;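 also: 0% = median DMSO wells and -100% = median GW8510 positive control wells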
Target sequence (P49841 whole entry, looked up): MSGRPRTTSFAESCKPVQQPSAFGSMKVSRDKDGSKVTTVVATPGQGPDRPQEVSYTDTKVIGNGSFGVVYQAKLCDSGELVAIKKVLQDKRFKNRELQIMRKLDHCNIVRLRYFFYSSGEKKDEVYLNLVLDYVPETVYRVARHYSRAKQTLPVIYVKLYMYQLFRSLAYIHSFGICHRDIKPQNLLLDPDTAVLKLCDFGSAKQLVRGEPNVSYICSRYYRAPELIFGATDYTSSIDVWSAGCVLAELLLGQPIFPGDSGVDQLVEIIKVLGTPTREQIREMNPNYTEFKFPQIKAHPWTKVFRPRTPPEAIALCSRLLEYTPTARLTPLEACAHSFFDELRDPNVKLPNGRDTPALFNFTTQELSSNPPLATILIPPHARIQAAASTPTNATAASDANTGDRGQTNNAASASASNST
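Test system: GST-fused GSK3beta enzyme, cell-free | Quantity: 1.6 ng GST-GSK3beta enzyme per well | Reagent: 25 µM ATP with peptide substrate | Schedule: 60 min enzyme reaction, room temperature | Signal: Luminescent ADP-Glo measurement of ADP formed | Read-out basis: Score relative to plate controls | Control set: DMSO and 20 µM GW8510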
Starred values were filed as active, the others as inactive; nt = not tested or not shown; & = joins results of further samples. A portion of the library; rates above refer to the full screens.

SMILES	IEC-6 cytotox	aSyn 5UTR inh	GSK3A inh	HSF1 inhib	Platelet DG rel	KLF5 inhibitor	HSP90 inh	Dyrk1A ADPGlo	HSF1 activator	GSK3B inh
Cc1cc2c(SCC(=O)NCC3CCCO3)ncnc2s1 (stereo unspecified)	-1	6	nt	-4	3	-34	1	3	-2	1
COc1ccc(N2CCN(C(=O)CSc3nnc(-c4cccnc4)n3-c3ccc(F)cc3)CC2)cc1	0	-7	-1	-5	0	-28	0	0	8	1
CC1(c2ccccc2Cl)NC(=O)N(CC(=O)NCc2ccco2)C1=O (stereo unspecified)	-2	-2	0	-9	2	-28	-1	-1	-4	-1
CC(C)(C)OC(=O)NNC(=O)c1ccc(Cl)cc1	-3	-4	-2	-6	3	-39	1	24	-3	2
O=C(c1cc2ccccc2c(=O)o1)N1CCCc2ccccc21	9	-25	-1	nt	1	-25	-2	0	nt	-2
CCCc1c(C)nn(C(=O)/C(C#N)=N/Nc2ccccc2[N+](=O)[O-])c1C	-1	-34	-3	-4	11	-24	-1	6	5	1
O=C(COC(=O)C1CCN(c2ccc(C(F)(F)F)cn2)CC1)NC1CCCCC1	nt	-8	-3	-8	-3	nt	nt	5	-9	-6
c1ccc(C2Nc3ccccc3-c3nc4ccccc4n32)nc1 (stereo unspecified)	3	-74	1	22	3	-128	2	8	33	0
CC(C)Oc1cccc(C(=O)C2CCCN(C(=O)c3csnn3)C2)c1 (stereo unspecified)	-3	8	2	5	2	14	3	2	1	-4
CCn1c(=O)n(CC(=O)NCC2CCCO2)c(=O)c2c3c(sc21)CCCC3 (stereo unspecified)	-2	-7	-1	-4	3	-11	-5	9	-8	2
Cc1cc(C)c(C#N)c(SCC(O)COc2ccc(Br)cc2)n1 (stereo unspecified)	-6	-19	-2	19	-6	4	-2	-6	28	-1
CCCNC(=O)c1cc(-c2ccc3c(c2)OCO3)on1	-4	-105	-3	20	4	-108	14	2	33	-5
COC(=O)c1ccc(COc2ccccc2/C=C(\C#N)C(=O)Nc2c(C)cccc2C)cc1	-2	-82	-2	126	-4	-8	-1	-9	148*	0
CCOc1ccc(NC(=S)Nc2cc(-c3ccccc3)[nH]n2)cc1	8	-52	nt	-28	-14	-64	6	1	-27	1
CCC1(c2ccc(Cl)cc2)NC(=O)N(Cc2ccc(C(=O)OC)cc2)C1=O (stereo unspecified)	-2	12	4	3	6	-9	1	-5	18	3
C/C(=N\N)c1c(-c2ccccc2)c2cc(C)ccc2[nH]c1=O	0	3	1	-4	-2	-14	8	0	-5	2
O=C1CC(=C(c2ccccc2)c2ccccc2)C(=O)N1CCCCN1CCN(c2ccccc2)CC1	-4	24	-2	1	1	-2	5	-3	1	4
COc1ccc(C(=O)COC(=O)c2cccnc2SC)cc1	0	-10	-1	57	2	-21	-1	-6	68*	-2
Cc1nc2sc(-c3ccccc3)cc2c(=O)n1-n1cccc1	3	-189	-2	26	-4	-165	-1	2	27	-4
O=C(COC(=O)C1CC2C=CC1C2)Nc1ccccc1 (stereo unspecified)	4	8	1	11	3	10	-3	-2	8	0
CCOC(=O)/C(C#N)=C/c1ccc(OCC(=O)Nc2ccc(C)c(C)c2)c(OC)c1	-3	-55	-1	-1	35	-21	6	1	-6	-1
Cc1ccc(C)c(NC(=O)CN(C)C(=O)Cc2ccccc2)c1	3	-8	-1	-1	-3	4	-1	-2	-7	-2
O=C(COC(=O)CNC(=O)c1ccco1)NCc1ccc(F)cc1	2	-12	-2	-5	19	-32	0	nt	-7	-3
COc1ccccc1-c1nnc(Sc2nc([N+](=O)[O-])nn2C)o1	14	-83	-2	19	0	-42	5	31	32	-4
COC(=O)[C@@H](NC(=O)NC1CCCCC1C)C(C)C (stereo partly specified)	2	4	-3	-1	-1	8	-1	-1	2	-21
CCN(CC)C(=O)COc1coc(CN2CCN(Cc3ccccc3)CC2)cc1=O	0	-9	-5	-2	3	-19	-4	3	-5	3
COCc1cc(=O)n2[nH]cc(-c3ccccc3)c2n1	3	-30	-2	-11	1	-35	2	12	-2	2
CCOc1ccc2[nH]c(=O)c(CN(Cc3cccs3)Cc3nnnn3C(C)(C)C)cc2c1	0	5	-3	-3	1	-4	4	-3	21	-4
COc1ccc(/C=C2\N=C(c3ccccc3)N(c3ccc(C(=O)O)cc3)C2=O)cc1OC	1	15	1	-2	24	-9	-3	-5	-18	-6
CCCc1cc(=O)oc2cc(OC(=O)CN3C(=O)NC4(CCCC4)C3=O)ccc12	nt	7	12	3	7	nt	nt	28	-2	-24
CCc1ccc(S(=O)(=O)Nc2ccc(O)c3ccccc23)cc1	6	29	2	25	1	-24	7	-5	78*	-5
O=C(Nc1ccc(NC(=O)C2CC2)nc1)c1cccc(F)c1	-2	-161	0	3	-7	-53	1	6	-3	1
Cc1ccc(F)cc1NC(=O)CCc1c(C)[nH]c(=O)c(C#N)c1C	4	7	-2	-4	14	-3	-3	-7	9	0
O=C(O)C1CC=CCC1C(=O)NNc1c(Cl)cc(Cl)cc1Cl (stereo unspecified)	2	-7	-1	6	-1	-15	1	-6	-8	-6
O=C(Nc1ccccc1)N1CCc2scc[n+]2-c2ccccc21	-5	5	-1	-8	-4	-23	0	0	0	1
O=C(NC(NC(=S)Nc1cccc(C(=O)O)c1)C(Cl)(Cl)Cl)OCc1ccccc1 (stereo unspecified)	1	-19	-7	nt	0	-12	-4	-8	nt	0
Cc1ccc(NC(=O)c2cn(-c3cccc(C)n3)cn2)cc1	2	-212	1	7	-29	-32	1	-2	23	-1
COC(=O)CCC(=O)Oc1ccc(OC(=O)CCC(=O)OC)cc1	-7	-62	0	-3	-9	-34	2	nt	20	-27
Cc1oc(C2CC2)cc1C(=O)O	2	25	-3	-4	1	-19	1	-2	10	0
Cc1ccc(CN2C(=O)CCC2C(=O)NC(C)C)cc1 (stereo unspecified)	1	10	0	-5	0	-31	-2	5	-9	-3

Reprinted from the part before: two entries, then new ones.
SMILES	IEC-6 cytotox	aSyn 5UTR inh	GSK3A inh	HSF1 inhib	Platelet DG rel	KLF5 inhibitor	HSP90 inh	Dyrk1A ADPGlo	HSF1 activator	GSK3B inh
Cc1oc(C2CC2)cc1C(=O)O	2	25	-3	-4	1	-19	1	-2	10	0
Cc1ccc(CN2C(=O)CCC2C(=O)NC(C)C)cc1 (stereo unspecified)	1	10	0	-5	0	-31	-2	5	-9	-3
Cc1ccc(NC(=S)NC(=O)CC2CC(C)(C)OC2=O)cc1 (stereo unspecified)	1	-20	1	6	-9	-39	2	-2	12	-3
CCOC(=O)C1CCN(C(=O)CSc2nccc(C)n2)CC1	0	14	-2	3	1	3	2	2	-5	1
Cn1cccc1CC(=O)NNC(=S)Nc1ccccc1Cl	-2	1	-3	-9	2	-35	1	3	-6	2
COc1ccc(OC)c(NC(=O)CCCSc2ccccc2)c1	-8	6	1	-5	5	-20	1	-4	2	0
CCCCNS(=O)(=O)c1ccc(S(=O)(=O)N2CCC3(CC2)OCCO3)cc1	-4	7	0	3	-8	-50	-4	-9	-15	0
Cc1cccc(N=Cc2[nH]c3ccc(Br)c(Cl)c3c2O)c1	1	nt	-1	nt	nt	-20	-2	7	nt	nt
CC1CN(C(=S)Nc2ccc(Br)cc2Cl)CC(C)O1 (stereo unspecified)	-2	2	1	-2	1	-30	-3	nt	-1	-1
Cc1cccc(C(=O)NCC(=O)OCC(=O)c2ccc(Cl)s2)c1	-1	8	nt	-9	-5	-18	-3	-2	-6	2
CC(c1ccccc1)C(CC(=O)O)C(=O)NC1CCCCC1 (stereo unspecified)	-2	-6	-3	-16	32	-10	2	3	-13	-4
CC1(C)NC(=O)N(CC(=O)OCc2cc(=O)n3cc(Br)ccc3n2)C1=O	4	-10	-2	-1	-3	-53	0	nt	-3	nt
Nc1nc(SCc2ccccc2Cl)nc2nc3c(cc12)CCCC3	6	-9	-6	-5	0	0	1	3	-5	-1
Cc1cc(OC(=O)c2ccccc2C)c([N+](=O)[O-])c(=O)[nH]1	-3	-3	-2	-8	12	-6	-2	-4	-4	4
COc1ccc(C(=O)n2cnc3ccccc32)cc1	-3	16	1	2	-3	-15	2	4	10	-2
COc1ccc(CN2CCN(C(=O)CCC(=O)Nc3nnc(C(F)(F)F)s3)CC2)cc1F	2	21	0	-6	-4	-29	-3	3	-19	0
COc1ccccc1C(=O)Nc1ccnn1C1CCN(Cc2cnn(C)c2)CC1	-2	-4	1	-2	-13	-3	2	-5	-4	-3
O=S1(=O)CC2N=C(N(Cc3c(F)cccc3Cl)c3ccccc3F)SC2C1 (stereo unspecified)	2	-11	-3	-31	0	-16	0	-3	-48	3
Cc1ccc(-c2cn(-c3ccccc3)c3[n+]2CCCS3)cc1	11&6	2&-28	-1&-3	-8&-3	-8&-2	-38&-14	3&4	-3&-4	7&-6	2&-2
COc1ccc(C2C3(C#N)C(N)=NC(OC)(OC)C23C#N)cc1 (stereo unspecified)	1	-19	28	-5	5	-13	-2	35	2	-7
COc1ccc2c(c1OC)C(=O)OC2Nc1ncc(Br)cc1Br (stereo unspecified)	-2	-9	2	-3	-5	-12	1	-5	4	-3
CCOC(=O)N1CCC(NC(=O)c2sc(-n3cccc3)nc2C)CC1	-1	2	nt	-1	9	5	1	4	12	1
CSc1ccc(CN2CCC(CO)(CCOc3ccccc3)CC2)cc1	3	-9	1	-1	1	-21	1	-4	1	2
COc1ccc(Cc2nc3ccc(S(=O)(=O)N4CCOCC4)cc3[nH]2)cc1	2	6	2	-5	9	-34	-10	4	-5	1
COc1ccc(C(=O)C2CCCN(C(=O)/C=C/c3ccccn3)C2)c(C)c1 (stereo unspecified)	2	18	-1	-5	11	-32	5	3	-19	1
COc1cccc(NC(=O)CN(C)C(=O)CNC(=O)c2ccc3ccccc3c2)c1	nt	-14	-3	7	-16	nt	nt	6	7	-2
C=CCOc1ccccc1/C=N/O	5	-2	-2	-7	-3	1	-1	-4	-10	2
Cc1ccc2cc(CCNC(=O)C(=O)c3c[nH]c4ccccc34)c(=O)[nH]c2c1	2	3	-4	-6	0	3	-2	0	4	0
Cc1nc2nc(C)c(CCC(=O)N3CCc4ccccc43)c(C)n2n1	1	-2	1	-2	-2	-4	-3	0	0	2
CC(C)CC(=O)Nc1ccc2c(c1)OCO2	0	-54	-3	1	1	-19	-4	0	4	0
O=C(O)CC(c1ccc(Cl)cc1)n1cccc1 (stereo unspecified)	-3	7	-7	-3	-26	5	2	-11	-8	1
O=C(CSc1nc2ccccc2[nH]1)NC(=O)NCc1ccco1	1	28	6	5	-3	-14	1	9	8	-8
COc1cc(NC(=O)CSc2cc(C)c3cc(C)cc(C)c3n2)c(C(=O)O)cc1OC	-4	-9	-3	-6	-3	-11	0	-10	-11	1

Some of these compounds in order of the GSK3B inh value, high to low:
structure | GSK3B inh
CSc1ccc(CN2CCC(CO)(CCOc3ccccc3)CC2)cc1 | 2
Cc1oc(C2CC2)cc1C(=O)O | 0
COc1ccc(/C=C2\N=C(c3ccccc3)N(c3ccc(C(=O)O)cc3)C2=O)cc1OC | -6
